ARFGAP1 inhibitor – inhibits rat ARF GTPase activating protein 1; Arfgap1-stimulated ARF1 GTP hydrolysis, GDP FP detection; Q62848; AID 651572; 0.26% of 360,000 active; inhibition, % at 16.5 µM;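 active = inhibition above a per-plate limit, mean inhibition of low control wells plus 3 SD, cut at about 25% in these data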;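 note: 0% = DMSO wells with enzyme and 100% = wells lacking Arfgap1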
Target sequence (Q62848 1-136 limits assumed): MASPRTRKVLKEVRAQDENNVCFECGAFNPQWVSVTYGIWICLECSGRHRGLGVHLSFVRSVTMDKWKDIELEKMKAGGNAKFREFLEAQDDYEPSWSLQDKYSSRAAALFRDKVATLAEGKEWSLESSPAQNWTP
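System: truncated rat Arfgap1 GAP domain / Benchmarks: high control wells lacking Arfgap1, low control full reaction with DMSO / Times: compound-enzyme preincubation 20 min, reaction 120 min, detection 60 min, 25 °C / Repeats: one replicate per compound / Also added: human ARF1(Δ1-17)-GTP substrate / Measured by: Tracer-displacement fluorescence polarization with EDTA stop, 620/688 nm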
ASAP1 inh – blocks human ASAP1-stimulated Arf1 GTP hydrolysis. Q9ULH1. GDP FP detection. inhibition, % at 16.5 µM. 0.19% of 360,000 active; in the data active = inhibition above about 25%;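 note: 0% = vehicle with enzyme and substrate and 100% = no enzyme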
Target sequence (Q9ULH1 325-724 limits assumed): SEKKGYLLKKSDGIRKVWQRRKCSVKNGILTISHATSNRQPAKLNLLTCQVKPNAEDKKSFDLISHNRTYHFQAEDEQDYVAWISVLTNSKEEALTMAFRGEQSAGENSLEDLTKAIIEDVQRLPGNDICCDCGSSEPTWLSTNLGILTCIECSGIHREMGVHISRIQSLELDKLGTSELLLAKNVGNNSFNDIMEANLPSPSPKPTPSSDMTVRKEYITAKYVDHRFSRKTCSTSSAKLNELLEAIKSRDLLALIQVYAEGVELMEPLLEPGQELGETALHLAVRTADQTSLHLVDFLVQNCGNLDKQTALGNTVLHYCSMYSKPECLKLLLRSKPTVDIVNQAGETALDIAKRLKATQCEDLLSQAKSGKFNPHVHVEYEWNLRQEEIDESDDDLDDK
KLK7 zymogen act – activators of human kallikrein-7 zymogen | purified proKLK7, EDANS-DABCYL substrate fluorescence; 100% is mature enzyme control, 0% vehicle | activation, % at 7 µM | 0.9% of 370,000 active | AID 652039;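 active = activation above the mean of all tested compounds plus 3 SD, computed per campaign excluding outliers beyond control limits, cut at about 13% in these data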
UHRF1 MBD2 ctr – blocks human UHRF1 binding to methylated DNA | Q96T88 | UHRF1 binding to methylated oligo, TR-FRET | inhibition, % at 4.4 µM | 0.75% of 370,000 active | AID 687016; in the data active = inhibition above about 21%;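 note: UHRF1 SRA domain binding a hemimethylated CpG hairpin DNA probe; 0% = median of test compound wells and 100% = reference inhibitor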
Tn6 DDE FP – disrupts Tn6 cyclic peptide binding to fibrin D-Dimer-E complex; inhibition, % at 8.3 µM; P02675; 0.21% of 370,000 active; Fibrin DD(E) TRITC-Tn6 fluorescence polarization displacement;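 active = inhibition above a per-campaign cutoff: mean of compounds within control limits plus 3 SD, cut at about 15% in these data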;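 note: 0% = median of all compound wells on the plate and 100% = blocking peptide control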
PLCg1 inh – inhibitors of human phospholipase C gamma1 | P19174 | inhibition, % at 12.2 µM | purified PLC-gamma1, fluorogenic substrate, fluorescence | 0.84% of 370,000 active | AID 720700; in the data active = inhibition above about 9.5%
Rev-erbA mod – modulators of human Rev-erb alpha DNA binding; activity, % at 10 µM; 0.79% of 370,000 active; Rev-erbα–FITC-DNA binding, fluorescence polarization, 90 min;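 active = activity above about 14%, limit read from the data; passing the limit was not always enough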;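 note: 0% = DMSO wells with 35 nM protein and 100% = DMSO wells with 750 nM protein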
sPLA2-III inh – Inhibits HGIII-sPLA2 liposome hydrolysis, primary screen; Q9NZ20; QFRET BODIPY PC-A2 liposome hydrolysis, fluorescence; inhibition, % at 12.2 µM; 0.56% of 370,000 active; AID 743126;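 active = inhibition above mean plus 3 SD of compounds lying within the high and low control bounds, cut at about 19% in these data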;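 note: 0% = median of test compound wells and 100% = no enzyme DMSO wells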
Target sequence (Q9NZ20 whole entry, looked up): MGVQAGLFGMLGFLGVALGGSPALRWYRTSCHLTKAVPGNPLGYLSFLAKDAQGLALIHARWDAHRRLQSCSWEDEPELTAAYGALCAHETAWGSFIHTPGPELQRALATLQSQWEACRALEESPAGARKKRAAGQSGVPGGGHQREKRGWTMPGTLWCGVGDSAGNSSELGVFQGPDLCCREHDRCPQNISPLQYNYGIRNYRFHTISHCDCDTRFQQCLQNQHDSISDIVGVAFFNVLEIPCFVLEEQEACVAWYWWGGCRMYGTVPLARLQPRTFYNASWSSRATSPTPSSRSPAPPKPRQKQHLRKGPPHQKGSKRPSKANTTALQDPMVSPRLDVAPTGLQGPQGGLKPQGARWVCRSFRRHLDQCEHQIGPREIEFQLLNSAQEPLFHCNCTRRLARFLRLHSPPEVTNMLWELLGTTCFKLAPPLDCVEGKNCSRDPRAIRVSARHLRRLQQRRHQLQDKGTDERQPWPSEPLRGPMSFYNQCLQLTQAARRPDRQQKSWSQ
DDE Tn7 FP inh – disrupts Tn7 cyclic peptide binding to fibrin D-Dimer-E complex. FP displacement of FITC-Tn7 peptide from fibrin DD(E); 0% = median of compound wells per plate. P02675. 0.13% of 370,000 active. AID 720508. inhibition, % at 8.3 µM;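 active = inhibition above the mean of compounds falling within the control limits plus 3 SD of them, cut at about 14% in these data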;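 note: 0% = plate median of compound wells and 100% = 10 µM Aha-Tn7 peptide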
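Assay system: Human fibrin DD(E) protein | Medium: Tris buffer with calcium and detergent, pH 7.8 | Reagent: 0.1 µM fluorescent Tn7 | Compound dosing: Single point at 8.3 µM | Times: 10 min preincubation, 3 h with tracer, room temperature | Detection: Fluorescence polarization of the labelled Tn7 tracer | Controls: Aha-Tn7 high control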
PLC-beta3 inh – inhibitors of human phospholipase C beta3. Q01970. Purified PLC-beta3, fluorogenic substrate, fluorescence. inhibition, % at 12.2 µM. 0.18% of 370,000 active. AID 720704; in the data active = inhibition above about 11%;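 note: 0% = median of compound wells on plate and 100% = full blocker control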
Active calls of the source: *; & = joins results of further samples.

#	canonical_smiles	ASAP1 inh	PLC-beta3 inh	PLCg1 inh	sPLA2-III inh	KLK7 zymogen act	UHRF1 MBD2 ctr	Tn6 DDE FP	DDE Tn7 FP inh	Rev-erbA mod	ARFGAP1 inhibitor
1	COc1ccc2c(c1)C(=O)C1(CC2)OC1c1cccnc1 (configuration not stated)	-0.6	3.4	5.9	6.4	-0.8	1.0	-0.9	-2.7	-2.5	-0.6
2	O=C(Oc1ccccc1N1C(=O)C2CCCCC2C1=O)c1ccc(Cl)cc1 (configuration not stated)	5.3	3.4	6.7	-7.6	0.5	2.3	-2.0	2.2	-0.3	-3.6
3	CC(Sc1nnc(Nc2ccccc2)s1)C(=O)NC1CCCc2ccccc21 (configuration not stated)	2.3	0.3	0.9	-4.8	-0.2	-5.7	-2.7	-3.7	-1.0	0.8
4	CC1=NN(c2ccccc2)C(=O)C1C(=O)c1ccccc1 (configuration not stated)	-7.4	5.6	1.6	2.4	-0.2	-7.6	-6.7	-3.4	1.4	-5.5
5	S=C1NCCOCCOCCOCCOCCNC(=S)N2CCOCCOCCN1CCOCC2	-3.2	0.4	5.6	9.1	0.3	4.5	-4.9	-1.2	2.4	10.9
6	Cc1ccc(C)c(N2CCN(CC(=O)Nc3ccc([N+](=O)[O-])cc3C(=O)Nc3ccccc3F)CC2)c1	15.5	-1.4	-1.7	6.0	0.4	5.4	-2.4	0.3	1.3	8.9
7	COc1ccc(-c2nnc(SCC(=O)NNC(=O)Cc3ccccc3)n2C)cc1OC	-2.7	1.9	-1.6	1.1	0.3	0.2	6.1	5.4	-0.6	6.3
8	CCOC(=O)C1CCN(Cc2ccc(OC)cc2OC)CC1	9.0	-0.1	1.9	1.8	0.6	0.6	10.4	4.1	2.8	-2.1
9	COC(=O)c1cc(C)sc1NC(=O)CN1CCN(C(=O)c2ccco2)CC1	9.8	-7.4	-4.8	-2.6	0.7	-1.1	-4.0	-2.8	-0.4	16.2
10	O=C(CCCOc1ccc(Cl)cc1Cl)NCc1ccncc1	1.6	-7.9	0.2	-2.5	-0.4	0.1	-8.5	-0.7	-3.3	-13.6
11	COc1cc(-c2ccc(=O)[nH]n2)ccc1OC(F)F	-8.6	4.1	2.8	-1.8	0.4	-4.6	0.1	4.2	-0.2&-3.8	-4.5
12	Cn1c(=O)[nH]c(=O)c2c1nc(N/N=C/c1cccnc1)n2Cc1ccc(Cl)cc1	-12.5	-3.9	3.2	-1.8	0.0	5.6	6.5	-1.5	-1.4	-8.7
13	CCOc1ccccc1N1CCN(c2nc3ccccc3nc2C(C#N)C(=O)OC(C)C)CC1 (configuration not stated)	4.5	-16.4	-2.1	-0.5	0.9	-0.7	5.0	-4.2	-1.0	11.7
14	COc1ccc(-c2c3c(=O)n(C)c(=O)n(C)c3cn2-c2cc(OC)ccc2OC)cc1	9.4	-263.0	-200.0	3.4	-0.8	-0.8	1.4	-2.7	0.8	-1.2
15	CN(CC(=O)NC1CCCCCC1)S(=O)(=O)c1ccccc1	4.3	-1.9	2.4	13.3	-0.1	0.9	2.6	-3.2	2.2	8.6
16	Cc1cc(C)n(C(=O)c2ccc(NC(=O)CC(C)C)cc2)n1	-18.1	7.6	5.4	-4.2	1.0	-2.8	-4.5	2.5	-2.4	3.9
17	Cc1ccc[n+](-c2nc3ccccc3nc2C(=C=[N-])C#N)c1	-6.9&-5.9	-16.4&-16.6	-12.7&-13.3	3.6&5.7	-0.5&1.1	-15.7&-9.6	7.9&-5.8	5.2&-10.9	-0.2&7.9	9.7&-1.0
18	O=C(CN1C(=O)NC2(CCOc3ccccc32)C1=O)NCCc1ccc(F)cc1 (configuration not stated)	4.5	-3.5	4.4	-10.1	0.3	14.6	-0.1	-1.2	4.4	-4.9
19	CC(=O)Nc1cccc(C(=O)Nc2ccccc2C(=O)O)c1	-3.2	0.9	-0.2	-0.1	0.3	1.2	0.2	4.4	-1.3	9.8
20	COc1ccc(C(=O)NC2CCN(S(=O)(=O)c3ccccc3F)CC2)cc1	-1.7	-3.7	-1.5	4.0	0.0	3.1	-5.4	-7.5	-5.6	-0.9
21	CCCCCC(=O)Nc1cc(S(=O)(=O)N2CCCCC2)ccc1N1CCOCC1	-6.0	-11.1	-3.2	-4.0	0.0	7.0	-2.3	-3.2	-1.8	0.8
22	O=[N+]([O-])c1ccc(CSC2=NCCS2)cc1	9.8	0.6	4.0	-2.9	0.1	1.0	10.0	1.3	-2.3	-0.3
23	CCn1c(CNC(=O)c2ccccc2F)nnc1SCc1nc2ccccc2c(=O)[nH]1	4.5	1.7	0.9	3.6	-0.1	2.8	-3.7	-3.6	-7.0	1.6
24	CCOC(=O)N1CCN(C(=O)c2cc3cc(Br)ccc3oc2=O)CC1	6.6	0.8	3.3	3.9	0.8	-0.7	-0.4	2.2	14.2	7.6
25	COCCOC(=O)c1[nH]c2c(c1C)C(=O)CC(c1ccc(OC)cc1)C2 (configuration not stated)	3.0	-4.3	3.3	-12.0	0.1	-0.7	2.8	-5.8	-3.9	3.9
26	Cc1ccc(S(=O)(=O)N2CCN(C(=O)CSc3nnc(C)c(=O)[nH]3)CC2)cc1	2.9	0.5	7.5	-2.6	-0.8	2.8	-7.5	-5.5	-5.6	4.5
27	CCCn1cc(CN2CCC(Cc3cccc(F)c3)(C(=O)OCC)CC2)c(C)n1	-10.0	-8.3	0.2	1.0	0.0	2.6	-6.0	-4.1	-2.3	0.7
28	CN(CC(=O)NCc1ccc2c(c1)OCO2)CC(=O)Nc1ccc(F)c(F)c1F	3.5	-4.4	0.4	0.1	-0.2	1.3	-2.6	-0.4	1.4	2.9
29	CCOC(=O)C1=CN(Cc2ccco2)S(=O)(=O)N(CC)C1c1ccc(C(F)(F)F)cc1 (configuration not stated)	5.1	-4.2	-2.9	-39.3	0.2	2.1	-4.7	-4.9	5.6	6.0
30	CC(C)(C)NS(=O)(=O)c1ccc(NS(=O)(=O)Cc2ccccc2)cc1	3.1	-1.1	-3.3	-7.2	-0.3	2.2	1.8	3.9	2.1	8.9
31	O=c1oc2ccc(C#CC3(O)CCCCC3)cc2cc1-n1cc(-c2ccccn2)nn1	-2.2	-12.6	-7.5	2.1	-1.2	6.1	8.7	2.0	3.7	3.0
32	O=C(CN1CCN(S(=O)(=O)c2ccc3c(c2)OCCO3)CC1)Nc1cccc(F)c1	-2.7	-2.0	5.6	-10.7	0.2	-2.4	3.5	-2.2	2.8	9.0
33	CCn1ccc2cc(OC)ccc2c1=S	-5.7	-22.6	-19.1	10.1	0.5	-0.7	4.4	5.2	-1.9	5.7
34	CC(C)NC(=O)c1ccc(CSCc2ccccc2Cl)o1	-15.5	-3.2	0.3	-0.6	-0.5	24.9*	1.8	8.6	-3.2	-11.8
35	COc1ccccc1-c1ccc(/C=N/O)o1	9.0	-19.1	-8.5	-7.6	0.4	-0.5	3.5	-3.5	-1.2	2.0
36	CCc1ccc(CCC(=O)Nc2ccc(C)c(C)c2)o1	-2.7	0.2	-2.3	-16.0	0.1	-0.7	2.5	-0.5	0.5	-5.2
37	COc1ccccc1NC(=O)c1cnc(Nc2ccccc2OC)c2ccccc12	-6.5	-283.4	-290.2	4.3	-120.1	1.8	-2.0	4.0	3.8	6.1
38	O=C1C2C(c3ccccc3)C=CC(c3ccccc3)C2C(=O)N1CCCO (configuration not stated)	-6.8	-0.8	1.1	0.7	-0.5	-0.6	-0.2	3.6	-3.8	9.9
39	CC1CCCCN1C(=S)NC(=O)c1ccccc1 (configuration not stated)	-11.1	-6.7	-1.5	4.7	0.5	-1.0	-4.7	7.3	0.5	-8.1
40	O=C(O)CC(c1ccccc1)n1cnnn1 (configuration not stated)	10.3	1.9	1.8	4.5	-0.5	-1.4	-7.4	-7.1	14.3	-13.6
41	CCCCCCCCN1C(=O)[C@H](CC(=O)N2CCN(C(=O)C3CC3)CC2)C[C@@]2(C(=O)OC)CCCCC=C12	10.6	2.6	0.0	-2.3	0.7	-3.5	4.9	-2.1	-0.7	-4.0
42	C=CCC1(C#N)C(=S)NC(C)=C(C(=O)OCC)C1c1ccccc1 (configuration not stated)	-2.5	-1.1	0.4	4.4	0.0	-2.5	2.5	-2.5	1.4	-7.4
43	COc1ccccc1CNC(=O)C(NC(=O)c1ccc(C)cc1)C(C)C (configuration not stated)	-8.7	-3.9	2.1	2.8	-0.1	1.8	1.1	-5.8	-2.0	4.6
44	CC(=O)Nc1ccc(S(=O)(=O)N2CCC3(CC2)OCCO3)cc1	7.1	-3.1	-4.0	2.2	-0.8	3.4	-12.6	-1.4	0.5	6.3
45	Cc1cc(NC(=O)CO/N=C/c2ccc3c(c2)OCO3)ccc1Br	0.4	-4.3	-1.3	-5.0	0.8	-0.6	-2.7	-4.9	5.9	-1.9
46	Oc1ccccc1-c1cc(C(F)(F)C(F)F)[nH]n1	15.6	2.3	0.8	-31.4	-0.4	-4.9	4.7	-6.7	-6.7	1.2
47	Cc1ccc(NC(=O)COc2ccc(/C=C3/NC(=O)NC3=O)cc2)cc1	4.5	-36.1	-18.8	-24.5	0.5	-0.3	2.9	0.6	-11.4	5.9
48	COc1cccc(NC(=S)N2CCC(NC(=O)C3CCCCC3)CC2)c1	-6.3	-5.2	1.0	8.6	-0.3	-0.6	2.3	-4.9	-3.1	4.8
49	CCN(c1ccccc1)S(=O)(=O)c1ccc(Oc2ccccc2)c(N)c1	1.3	-0.4	3.3	2.5	0.7	0.6	-1.1	-4.8	9.8	6.0
50	COc1cc(NC(=O)c2cc(OC)c(OC)c(OC)c2)c(OC)cc1NC(=O)CN1CCCCC1	18.0	-12.2	-10.0	-2.1	-2.2	10.8	1.6	-6.4	3.1	3.0

Further records follow.
#	canonical_smiles	ASAP1 inh	PLC-beta3 inh	PLCg1 inh	sPLA2-III inh	KLK7 zymogen act	UHRF1 MBD2 ctr	Tn6 DDE FP	DDE Tn7 FP inh	Rev-erbA mod	ARFGAP1 inhibitor
51	CCOc1ccccc1NC(=O)c1ccc(S(=O)(=O)N2CCOCC2)cc1	-0.8	0.9	-1.1	0.7	-0.9	-0.2	-1.9	-8.2	-0.4	-11.9
52	COc1cccc(CN2CCC(C(=O)N3CCN(Cc4ccc5c(c4)OCO5)CC3)CC2)c1	15.9	-4.6	-0.1	-0.9	-0.8	1.1	-1.4	-1.4	-2.0	9.9
53	O=C(/C=C/[C@H]1O[C@@H](n2ccc(=O)[nH]c2=O)[C@H](O)[C@@H]1O)NCc1ccco1	4.5	1.6	1.5	7.2	-0.3	-0.1	-1.2	4.2	1.8	-3.9
54	COc1cccc(Sc2ccccc2/C=N/NC(N)=O)c1	8.2	1.4	-0.1	4.3	-0.5	1.8	-4.2	3.9	-4.8	1.6
55	COc1ccc(C(C(=O)NC2CCCCC2)N(Cc2cccs2)C(=O)Cc2c[nH]c3ccccc23)cc1 (configuration not stated)	2.0	2.6	1.7	-25.0	-0.3	1.3	4.6	3.1	2.7	12.6

Screening results as filed in PubChem.
